Source: PubChem BioAssay
Eya2 phos inh: Eya2 (human) phosphatase inhibition | O00167 | recombinant Eya2, OMFP fluorescence dephosphorylation (OMFP is methylfluorescein phosphate) | Potency, µM (series often up to 76.9 µM), for the others: at the highest dose activity, negative = inhibition, most hits filed as inhibitors | 0.006% of 330,000 active; further: potency means the concentration at half of the fitted maximal effect; on the % scale 0 is the no-effect control and ±100 the full control effect
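Eya2 protein (added as 0.2 uM solution) was preincubated with compound for 10 min at ambient temperature in 50 mM HEPES pH 7.5, 50 mM NaCl, 5 uM MgCl2, 0.05% BSA, 1 mM DTT. OMFP (added at 50 uM) then reacted 10 min; fluorescence read at 485/525 nm.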
TSHR antag: human thyrotropin receptor antagonism; P16473; TSHR-expressing cells, TSH-stimulated cAMP HTRF, 2 h; stronger effect = lower value; activity change, negative = inhibition, % at 11.5 µM; 0.2% of 330,000 active; AID 504810;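 active means activity change below a set negative limit, meaning inhibition stronger than a set level, cut at about -70% in these data; inconclusive means activity change between two set negative limits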; further: on the % scale 0 is the no-effect control and ±100 the full control effect
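Freshly harvested TSHR cells receive pin-tooled compound, then EC80 TSH at 4nM final. After 2 hours at 37 deg C, antibody in lysis buffer and cAMP-d2 are added; 30 minutes at ambient temperature precede the HTRF read.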
KCNH2 3.1 block: blocks the human KCNH2 3.1 channel isoform; U2OS KCNH2 3.1, thallium flux FluxOr; stronger effect = lower value; activity change, % (tested at about 1.8 µM); 0.95% of 340,000 active;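 active means maximum activity change below -70%; inconclusive means maximum activity change from -70% to -50%; inactive means maximum activity change above -50%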;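 further: thallium influx rate constant from kinetic fluorescence after stimulation buffer; on the % scale 0 is the no-effect control and ±100 the full control effect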
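Measured as rate of thallium-driven FluxOr signal in transduced U2OS cells carrying the 3.1 channel, read kinetically for 2 min upon stimulation; values are rate constants scaled to DMSO control wells.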
KCNH2 WT inh: blocks the wildtype human KCNH2 potassium channel | U2OS, BacMam KCNH2, thallium flux FluxOr; stronger effect = lower value | activity change, % at 1.84 µM | Q12809 | 0.37% of 340,000 active | AID 720551;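 active means maximum activity change below -70%; inconclusive means maximum activity change between -70% and -50%; inactive means maximum activity change above -50%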; further: on the % scale 0 is the no-effect control and ±100 the full control effect
Target sequence (Q12809 whole entry, looked up): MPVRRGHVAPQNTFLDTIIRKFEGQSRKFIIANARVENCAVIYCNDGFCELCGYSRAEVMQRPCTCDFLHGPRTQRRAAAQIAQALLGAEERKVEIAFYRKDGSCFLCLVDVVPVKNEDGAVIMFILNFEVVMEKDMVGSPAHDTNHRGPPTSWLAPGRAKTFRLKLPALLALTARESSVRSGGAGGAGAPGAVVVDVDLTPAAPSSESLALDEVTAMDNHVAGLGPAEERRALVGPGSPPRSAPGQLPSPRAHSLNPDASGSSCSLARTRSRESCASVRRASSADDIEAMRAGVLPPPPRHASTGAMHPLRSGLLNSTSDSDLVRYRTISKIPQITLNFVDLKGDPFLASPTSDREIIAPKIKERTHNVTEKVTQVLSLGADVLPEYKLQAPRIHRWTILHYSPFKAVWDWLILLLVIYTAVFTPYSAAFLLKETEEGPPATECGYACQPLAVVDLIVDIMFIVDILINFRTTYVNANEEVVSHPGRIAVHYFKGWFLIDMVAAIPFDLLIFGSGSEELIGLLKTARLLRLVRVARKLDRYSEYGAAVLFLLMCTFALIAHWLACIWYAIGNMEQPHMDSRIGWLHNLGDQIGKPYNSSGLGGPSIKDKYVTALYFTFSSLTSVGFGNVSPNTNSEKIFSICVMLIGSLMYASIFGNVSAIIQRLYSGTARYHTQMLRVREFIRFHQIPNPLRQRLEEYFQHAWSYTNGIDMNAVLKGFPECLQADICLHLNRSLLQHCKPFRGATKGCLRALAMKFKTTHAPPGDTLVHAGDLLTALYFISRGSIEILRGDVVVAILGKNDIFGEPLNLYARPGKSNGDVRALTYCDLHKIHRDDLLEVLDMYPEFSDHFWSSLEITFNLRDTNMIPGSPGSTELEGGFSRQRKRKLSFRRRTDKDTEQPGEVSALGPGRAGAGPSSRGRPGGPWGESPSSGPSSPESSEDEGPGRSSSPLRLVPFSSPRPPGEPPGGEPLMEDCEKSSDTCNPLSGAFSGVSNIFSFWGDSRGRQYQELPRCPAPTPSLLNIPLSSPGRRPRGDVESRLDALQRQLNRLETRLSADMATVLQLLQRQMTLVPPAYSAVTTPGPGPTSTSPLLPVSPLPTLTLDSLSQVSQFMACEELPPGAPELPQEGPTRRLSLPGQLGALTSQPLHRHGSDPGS
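U2OS cells were transduced with wild-type KCNH2 virus (2.03 x 10^8 / mL) for 4 h at room temperature, then cultured overnight at 37 C. Thallium flux was read with FluxOr dye. Rate constants were normalized to DMSO controls.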
ELG1 repair inh: blocks ELG1-dependent DNA repair in HEK293T cells; Potency, µM (titrated, usually from 46.1 µM), for inactives: at the top dose activity change, negative = inhibition, hits mostly inhibitors; 2.3% of 330,000 active; HEK293T ELG1-luciferase reporter, luminescence, 16 h; DNA damage induced by 5-fluorouridine; further: potency means the concentration at half of the fitted maximal effect; on the % scale 0 is the no-effect control and ±100 the full control effect; nearly all actives have a fitted effect of over 55% in size
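Quantitative HTS, concentration-response format. 2,000 cells/well co-treated with 5-fluorouridine and compound, 16 hr in 5% CO2 at 37 °C; ONE-Glo luminescence read after 30 min.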
AT treatment: potential ataxia-telangiectasia treatments restoring KAP-1 phosphorylation | […] A-T fibroblasts, KAP-1 phosphorylation AlphaLISA; neocarzinostatin DNA damage 30 min before lysis | AID 485349 | 0.19% of 320,000 active | Potency, µM (titrated, usually from 57.5 µM), for the others: at the highest dose activation, hits mostly activators; further: potency means the concentration at half of the fitted maximal effect; % of control where 0% means no effect; nearly all actives have a fitted effect of over 45% in size
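hTERT-immortalized A-T patient fibroblasts ([…]), 500 cells/well in OPTI-MEM, 1% FBS, got compounds for 60 min, then NCS for 30 min at 37C. Lysates were then assayed for phospho-KAP-1 by AlphaLISA (anti-pKAP1 donor, anti-KAP1 acceptor beads), 6 hr at 25C.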
USP2a inh: inhibitors of human ubiquitin-specific protease USP2a; 0.01% of 330,000 active; USP2 core, Ub-CHOP2 coupled fluorogenic reporter, 485/531; Potency, µM (titrated, usually from 38.3 µM), without a hit: at the top dose activity change, negative = inhibition, hits mostly inhibitors;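 further: potency means the concentration at half of the fitted maximal effect; plate controls were DMSO wells for no effect and full inhibition by NEM control for full effect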
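USP2 core (10nM final) preincubated 30min RT with compound in 20mM Tris-HCl pH 8.0, 2mM CaCl2, 2mM beta-mercaptoethanol, 0.05% CHAPS; 25nM Ub-CHOP2 plus 25nM reporter substrate added, fluorescence (Ex485/Em531) read after 60min.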
Mito fusion yeast: blocks mitochondrial division or promotes mitochondrial fusion; S. cerevisiae fusion-defective mutant growth rescue, CellTiterGlo 48 h; Potency, µM (series often up to 46.1 µM), without a hit: top-dose growth rescue (activation), usual class: activators; 0.23% of 320,000 active;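 further: potency means the concentration at half of the fitted maximal effect; % of control where 0% means no effect; nearly all actives have a fitted effect of over 45% in size; temperature-sensitive fusion mutants such as fzo1-1 at 37 °C on non-fermentable ethanol glycerol medium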
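Growth-rescue viability read-out: after 48 h at the non-permissive 37C in glycerol/ethanol YPEG, yeast mitochondrial fusion mutants are measured by CellTiterGlo luminescence; compounds (23 nl pinned per well) restoring growth score as division inhibitors or fusion activators.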
TRPV1 agonist: activates the human vanilloid receptor TRPV1 | Q8NER1 | TRPV1-expressing cells, Fluo-8 calcium influx, agonist mode | activation, % at 8.33 µM | 0.19% of 320,000 active | AID 540275; in the data active means activation above about 80%; inconclusive means between about 30% and that limit; further: 0% is about no effect
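Cells expressing TRPV1 were dye-loaded with Fluo-8 and read kinetically: 10 s baseline, 3 min after compound (agonist portion), then 2 min after EC20 capsaicin (allosteric enhancer portion). Calcium-bound dye fluorescence at 480/520 nm.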
TCR activator: T cell receptor activation. primary human leukocytes, anti-CD3, IL-2 HTRF, 48 h. Potency, µM (doses to about 9.22 µM), for the others: top-dose activation of IL-2 secretion, most hits filed as activators. 330,000 tested, under 10 active. AID 504894; further: % of control where 0% means no effect
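Primary human leukocytes receive a-CD3 beads and test compound and are incubated 48 hr. Secreted IL-2 is then assayed by HTRF, measuring 665nm acceptor emission after 320nm excitation of the europium donor.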
Starred values were filed as active, the others as inactive; i = inactive; u = inconclusive; x = no result given; [ ] = remark or other dose. Unless noted, the call rests on the fitted dose curve; in most records, active means well fitted curve in the direction sought with a large enough effect; inconclusive means small, poorly fitted or top-dose-only effect, or another doubt; inactive means no such curve, though single readings can be large; an effect the other way counts as inactive or inconclusive.

SMILES	Eya2 phos inh	TSHR antag	KCNH2 3.1 block	KCNH2 WT inh	ELG1 repair inh	AT treatment	USP2a inh	Mito fusion yeast	TRPV1 agonist	TCR activator
Cc1cc(N(C)C)ccc1N=Nc1ccc2ncccc2c1	-4%	-23	6	4	u	u	1%	-2%	5	4%
CCOC(=O)C1(CC2CCCCO2)CCN(Cc2ccc(OC)cc2F)CC1 (stereo not drawn)	-6%	0	-15	37	-17%	2%	2%	-1%	20	0%
CCC1Sc2ccc(S(=O)(=O)CCC(=O)Nc3cccc(Br)c3)cc2NC1=O (stereo not drawn)	2%	-1	-11	2	-3%	-2%	-2%	13%	4	0%
COc1ccc2c(c1)C(C)=CC(C)(C)N2C(=O)CNCc1ccc2c(c1)OCO2	-11%	-1	-17	5	-13%	2%	4%	4%	-1	x
Fc1ccccc1COc1ccc(Br)cc1CNCc1cccnc1	2%	7	-15	23	u	4%	0%	-6%	5	-21%
O/N=C(\c1ccc(Cl)cc1Cl)c1ncc(C(F)(F)F)cc1Cl	-1%	-10	-26	-3	1%	-3%	-1%	8%	27	-1%
Cn1ncc2c(NCc3ccccc3)nc(NCCCO)nc21	6%	-6	7	4	-7%	0%	0%	5%	2	3%
O=C(NC(c1ccccc1)c1ccccn1)c1cccc([N+](=O)[O-])c1 (stereo not drawn)	9%	8	5	-2	15%	0%	0%	6%	6	4%
O=C(O)Cn1nc(-c2ccccc2)cc1-c1ccccc1	10%	2	3	5	u	2%	2%	0%	2	x
CCOC(=O)c1c(N2C(=O)CC(Sc3ccccc3C(=O)O)C2=O)sc(C)c1C (stereo not drawn)	1%	4	-2	4	2%	1%	6%	-7%	-7	0%
CC1CCN(C(=O)Cn2c(=O)n(CCc3ccccc3)c(=O)c3ccccc32)CC1	-18%	0	0	3	u	-6%	2%	4%	-3	0%
COc1ccc(CC(=O)Oc2ccccc2[N+](=O)[O-])cc1	14%	2	1	-2	26%	2%	1%	0%	0	0%
CCOc1ccc(NS(=O)(=O)c2ccc(NC(=O)c3cccnc3)c(OC)c2)cc1	-6%	7	-6	6	2%	14%	-4%	1%	1	2%
COC(=O)Nc1nc2c(C)cccc2s1	5%	-13	1	11	17%	5%	3%	2%	-1	2%
CCCCC(=O)OCC(=O)Nc1cccc(S(=O)(=O)NC2=NCCCCC2)c1	13%	4	16	4	-1%	10%	2%	-2%	4	0%
Cc1ccc(-c2n[nH]c(=S)n2/N=C/c2c(C)[nH]n(-c3ccccc3)c2=O)cc1	5%	-8	-8	i	-15%	-1%	1%	-1%	3	-2%
O=C(O)C1CC(=O)N(CCc2ccc(F)cc2)C1 (stereo not drawn)	-14%	11	-18	7	3%	8%	0%	-3%	1	x
Cc1ccc(OCCN2C(=O)S/C(=C\c3ccc(C)o3)C2=O)cc1	4%	-6	11	-8	5%	6%	6%	0%	0	-1%[46.1 µM]
Cc1ccc(S(=O)(=O)N(C)C)cc1NC(=O)C1CCCC1	24%	-5	-5	1	u	0%	0%	10%	-1	8%[46.1 µM]
CCN(CC)S(=O)(=O)c1ccc(OC)c(NC(=O)c2cccs2)c1	-5%	17	-4	6	-10%	-3%	-2%	14%	5	0%
CCC(=O)Nc1nc2ccc([N+](=O)[O-])cc2s1	-14%	-9	-1	-5	-5%	-6%	-1%	0%	0	1%
O=c1c2ccccc2c(C=NCCc2ccccc2)c(O)n1Cc1ccccc1	6%	-1	-11	8	-10%	4%	2%	17%	12	-9%
Cc1cc(C)c(S(C)(=O)=O)c(Oc2cccc(C(F)(F)F)c2)n1	0%	0	-4	0	-3%	1%	0%	1%	0	0%
COc1ccc(CCNC(=O)COC(=O)c2ccc(N3CCCC3=O)cc2)cc1	11%	-3	-2	-8	-6%	5%	-1%	0%	3	3%
COc1cc(OC)cc(C(=O)Nc2cccc(C(C)=O)c2)c1	-23%	11	4	1	17%	x	-1%	1%	x	-5%
C[C@H](CO)N1C[C@H](C)[C@@H](CN(C)S(C)(=O)=O)Oc2ccc(NS(=O)(=O)c3ccccc3)cc2C1=O	-11%	-5	1	-9	-2%	-5%	1%	x	x	-1%
O=C(Nc1ccc(N2CCN(C(=O)c3ccccc3)CC2)c(Cl)c1)c1ccc(Br)o1	4%	-28	-102*	-12	12µM*	0%	-11%	18%	19	x
O=[N+]([O-])c1ccc(C(O)CN2CCOCC2)cc1 (stereo not drawn)	0%	-10	-5	10	-8%	-6%	2%	17%	-2	1%
COc1ccc(N2C(=O)CSC23C(=O)N(CC(=O)NC2CCCC2)c2ccccc23)cc1 (stereo not drawn)	14%	-3	16	-15	13%	16%	5%	1%	-1	-10%
O=C(NCc1ccc(Cl)cc1)c1ccc2nc[nH]c2c1	-1%	7	8	-1	13%	10%	2%	-4%	12	-2%[46.1 µM]
COC(=O)C1=C(C)N(Cc2ccco2)C(=O)N[C@@H]1c1cccc(C(F)(F)F)c1	3%	1	x	x	6%	-7%	-1%	-7%	6	x
O=C(COC(=O)/C=C/c1ccccc1)NCc1cccs1	7%	11	-28	7	u	3%	2%	-2%	26	8%
CC(=O)NC(Cc1c[nH]c2ccccc12)C(=O)OCC(=O)Nc1cc(C)on1 (stereo not drawn)	-9%	2	4	-10	12%	4%	1%	5%	2	x
Cc1cc(C)c(C(=O)COC(=O)C2CC3CCCC(C2)C3=O)c(C)c1 (stereo not drawn)	2%	30	-1	4	u	x	1%	15%	-1	-2%
CC1=CC(C)C2COC(c3ccc[n+](C)c3)C1C2C (stereo not drawn)	-10%	9	1	2	-3%	8%	4%	-5%	-1	5%
Cc1cc(C)n2nc(S(=O)(=O)N(CC(C)C)CC(C)C)nc2n1	1%	-2	5	-1	20%	-7%	1%	-3%	-1	3%

Limited to AT treatment and KCNH2 WT inh, for some of the entries so far:
SMILES | AT treatment | KCNH2 WT inh
O=C(COC(=O)/C=C/c1ccccc1)NCc1cccs1 | 3% | 7
CC(=O)NC(Cc1c[nH]c2ccccc12)C(=O)OCC(=O)Nc1cc(C)on1 (stereo not drawn) | 4% | -10
Cc1cc(C)c(C(=O)COC(=O)C2CC3CCCC(C2)C3=O)c(C)c1 (stereo not drawn) | x | 4
CC1=CC(C)C2COC(c3ccc[n+](C)c3)C1C2C (stereo not drawn) | 8% | 2
Cc1cc(C)n2nc(S(=O)(=O)N(CC(C)C)CC(C)C)nc2n1 | -7% | -1

Next results.
SMILES	Eya2 phos inh	TSHR antag	KCNH2 3.1 block	KCNH2 WT inh	ELG1 repair inh	AT treatment	USP2a inh	Mito fusion yeast	TRPV1 agonist	TCR activator
COCCCNCC#CCOc1ccc(OC)cc1	-7%	-2	0	1	1%	5%	1%	-1%	3	-1%
COc1ccc(OC)c(C(c2nnnn2C2CCCC2)N2CCN(c3ccc(F)cc3)CC2)c1 (stereo not drawn)	7%	2	u	7	-13%	-3%	-1%	-2%	1	4%
Cc1cc(NC(=O)c2ccc3c(c2)C(=O)N(Cc2ccccc2)C3=O)no1	0%	-1	-8	-4	8%	-1%	3%	-3%	3	4%
CCc1cc2c(SCC(=O)NC3CC3)ncnc2s1	5%	-4	2	-3	24%	-1%	4%	x	x	3%[46.1 µM]
O=C(NC(=S)N1CCCCCC1)c1ccccc1Cl	-12%	5	-15	-12	7%	1%	5%	3%	-5	7%
Cn1c(=O)c(=O)n(C)c2cc(S(=O)(=O)N3CCN(Cc4ccccc4)CC3)ccc21	-6%	-5	-2	5	6%	2%	1%	3%	0	1%
COc1ccc(Cl)cc1C(=O)Nc1ccc(NC(C)=O)cc1	-23%	6	0	-5	-21%	2%	2%	-1%	2	-2%
CN(C)CCOC(=O)/C(=C/c1cn(C)c2ccccc12)NC(=O)c1ccccc1	16%	0	2	2	3%	-4%	4%	2%	x	-1%
O=C(CSC1=NCCS1)Nc1nc2c(s1)CCCC2	u	10	-6	-16	u	-8%	2%	-11%	x	4%
Cc1cc(C)c(S(=O)(=O)N2CCN(C(=O)c3cc4ccccc4o3)CC2)c(C)c1	-4%	2	-9	-2	u	-9%	-4%	u	12	-1%
Cc1ccc2c(c1)COc1c3ccc(C(=O)N4CCOCC4)cc3nn1-2	-4%	-2	-6	-8	u	-39%	0%	-2%	2	6%
ClC1(Cl)CC1CSc1nnc(-c2ccncc2)o1 (stereo not drawn)	15%	11	12	4	u	5%	0%	8%	9	-1%
C=CCSc1nc2sc3c(c2c(=O)[nH]1)CC(C)(CC)OC3 (stereo not drawn)	-14%	-6	-16	3	-3%	-4%	3%	15%	-2	-11%

Not all compounds are listed (hit frequency here may not be typical).
